High-throughput results deposited in PubChem BioAssay by National Center for Advancing Translational Sciences (NCATS).
KDM5B inh: KDM5B demethylase inhibition; Q9UGL1; KDM5B demethylase, FDH-coupled NADH fluorescence (FDH is formaldehyde dehydrogenase); Potency, µM (top dose mostly 57.7 µM), inactives show top-dose activity change, negative = inhibition, actives largely listed as inhibitors; 220,000 tested, 2.6% active; AID 1347165; active = well fitted inhibition curve with a large enough effect; inconclusive = small, poorly fitted or top-dose-only effect; inactive = no such curve, though single readings can be large or run the other way; also: 0% is about no effect; nearly all actives have a fitted effect of over 70% in size
Target sequence (Q9UGL1 whole entry, looked up): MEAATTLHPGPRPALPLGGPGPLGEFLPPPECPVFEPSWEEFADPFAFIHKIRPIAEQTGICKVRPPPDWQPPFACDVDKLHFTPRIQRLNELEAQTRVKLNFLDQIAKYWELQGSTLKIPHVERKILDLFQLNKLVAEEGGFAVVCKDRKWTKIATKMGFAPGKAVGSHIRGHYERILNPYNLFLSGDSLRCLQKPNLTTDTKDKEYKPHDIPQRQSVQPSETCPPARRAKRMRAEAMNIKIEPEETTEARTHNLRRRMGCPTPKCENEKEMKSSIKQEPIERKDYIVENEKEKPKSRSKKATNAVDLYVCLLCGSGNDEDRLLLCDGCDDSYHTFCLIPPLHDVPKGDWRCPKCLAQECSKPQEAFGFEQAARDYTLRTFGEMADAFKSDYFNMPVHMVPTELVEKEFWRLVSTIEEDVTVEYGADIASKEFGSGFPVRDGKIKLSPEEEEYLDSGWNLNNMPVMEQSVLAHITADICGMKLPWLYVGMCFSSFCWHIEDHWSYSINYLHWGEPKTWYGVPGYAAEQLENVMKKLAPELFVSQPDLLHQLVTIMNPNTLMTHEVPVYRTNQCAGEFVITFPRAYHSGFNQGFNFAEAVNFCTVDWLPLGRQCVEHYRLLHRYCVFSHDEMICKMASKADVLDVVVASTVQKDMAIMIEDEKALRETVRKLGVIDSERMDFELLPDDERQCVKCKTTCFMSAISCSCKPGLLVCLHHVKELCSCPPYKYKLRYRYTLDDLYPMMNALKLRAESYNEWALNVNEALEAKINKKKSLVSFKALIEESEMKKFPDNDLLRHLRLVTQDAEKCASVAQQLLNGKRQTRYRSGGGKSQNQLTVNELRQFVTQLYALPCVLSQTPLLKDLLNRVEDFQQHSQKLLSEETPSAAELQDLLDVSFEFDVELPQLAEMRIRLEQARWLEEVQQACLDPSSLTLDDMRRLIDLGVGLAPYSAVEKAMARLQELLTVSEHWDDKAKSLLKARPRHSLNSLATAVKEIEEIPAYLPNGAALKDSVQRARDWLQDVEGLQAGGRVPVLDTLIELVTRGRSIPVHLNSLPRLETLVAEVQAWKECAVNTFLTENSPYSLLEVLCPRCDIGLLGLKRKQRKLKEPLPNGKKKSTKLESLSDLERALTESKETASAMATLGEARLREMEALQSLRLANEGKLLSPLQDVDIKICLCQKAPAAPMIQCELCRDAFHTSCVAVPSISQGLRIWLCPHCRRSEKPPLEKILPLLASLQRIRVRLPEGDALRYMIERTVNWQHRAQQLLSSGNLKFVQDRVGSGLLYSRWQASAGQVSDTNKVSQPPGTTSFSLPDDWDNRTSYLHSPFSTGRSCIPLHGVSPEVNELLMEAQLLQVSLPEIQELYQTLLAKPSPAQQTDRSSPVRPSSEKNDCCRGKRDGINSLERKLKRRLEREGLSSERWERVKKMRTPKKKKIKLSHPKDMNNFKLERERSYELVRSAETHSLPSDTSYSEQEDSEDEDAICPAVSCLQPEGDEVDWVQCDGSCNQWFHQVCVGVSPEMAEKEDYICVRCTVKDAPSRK
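Measured: NADH fluorescence change, 30 min, RT. System: KDM5BΔAP 200 nM final, H3K4me3 peptide, α-KG, Fe(II), ascorbate, NAD⁺ plus FDH, pH 7.5 HEPES. Compounds: titrated, 10 min pre-incubation with enzyme.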
Numbers without * were called inactive; i = inactive; ? = inconclusive; [ ] = remark or other dose. Potency is read from the fitted curve at half-maximal effect. Only part of the results is shown; count on the stated rates, not on these rows.

KDM5B inh | Molecule
-13% | COC(=O)c1ccccc1NC(=O)c1ccc2c(c1)CCN2S(=O)(=O)c1ccc(C)cc1
-27%[86.2 µM] | COc1ccc(-c2ccc3c(n2)c(=O)ncn3CC2CC2)cc1OC
6% | COc1ccc(CC(=O)Nc2ccccc2N2CCCCC2)cc1OC
16% | CC(C)c1cccc(C(C)C)c1NC(=O)c1ccccc1Sc1ccccc1C#N
18% | COC(=O)C1CN(Cc2cn(Cc3ccc(C)cc3)nn2)CCS(=O)(=O)N1Cc1ccc(OC)cc1 (stereo not drawn)
-3% | O=C(c1ccccc1OC(F)(F)F)N1CCC(c2n[nH]c(=O)n2-c2ccccc2)CC1
18% | Cc1cccc(CN2CCC(Oc3ccc(C(=O)N4CCCC4)cc3)CC2)n1
0% | O=C(CC1CCN(C(=O)c2ccccc2F)C1)NC1CC1 (stereo not drawn)
3% | O=C(CN1C2=NCCCN2c2ccccc21)c1ccc(Cl)cc1Cl
28% | COc1ccccc1OC(=O)Nc1ccc(Cl)cc1
-27% | Cc1ccc(C(=O)O)cc1NC(=O)c1ccc2c(c1)C(=O)N(c1ccc([N+](=O)[O-])cc1)C2=O
7% | O=C(CC1CCN(S(=O)(=O)c2cccc(F)c2)C1)NCc1ccccc1 (stereo not drawn)
-2% | Cc1cccc(-c2nocc2CCC(=O)NCc2ccccc2F)c1
-32% | Cc1scc(-c2ccccc2)[n+]1C
22µM* | O=C(c1ccco1)N1CCCC(c2nn[nH]n2)C1 (stereo not drawn)

KDM5B inh | Molecule
-15% | COc1ccc(-c2cc(C)no2)cc1S(=O)(=O)N1CCOc2ccccc21
? | CCC1CCCCN1C(=O)Cn1c(=O)cc(C(F)(F)F)c2c(C)nn(C)c21 (stereo not drawn)
12% | COc1ccc(NC(=O)Cc2c(F)c(F)c(F)c(F)c2F)cc1OC
-12%[86.2 µM] | CC1(C)[C@H]2CC[C@@H](CNC(=O)c3cccc(Br)c3)[C@@H]1C2
-10%[86.2 µM] | COc1ncccc1-c1cc(C(=O)N2CCOCC2)c2c(c1)ncn2C
4% | COc1cccc(-c2c(NC(=O)c3cccc([N+](=O)[O-])c3)oc3ccc(Cl)cc3c2=O)c1
? | CN1CC(=O)N(C2CCNC2)Cc2c(NCCCN3CCCCC3)ncnc21 (stereo not drawn)
40% | COC(=O)N1CCC2(C1)C(=O)N(CCc1ccccc1)c1ccccc12 (stereo not drawn)
7% | Cn1cc(CN2C[C@@H](CO)[C@H](NC(=O)C3CCC3)C2)c2ccccc21
5% | CC(=O)N1CCN(C(=O)Cn2ccc3cc(Cl)ccc32)CC1
-6% | Cc1cccc(C(=O)N[C@@H]2CN(Cc3cccnc3)C[C@H]2CN(C)C)c1
-10% | O=C1CCN(S(=O)(=O)c2ccccc2)CCCC(C(=O)N2CCOCC2)CCN1 (stereo not drawn)
13% | CCN(CC)CCNc1nc(C)nc2c1c(C)nn2C
-11% | CCC(C)c1ccc(NC(=S)NNC(C)=O)cc1 (stereo not drawn)
-12%[86.2 µM] | O=C(NCc1ccccc1)N1CC[C@H]2COC(=O)N2c2cc(F)ccc2C1

KDM5B inh | Molecule
6% | O=C(NCc1cccnc1)c1ccc(C2CCCCC2)cc1
? | O=C(/C=C/c1cccc(C(F)(F)F)c1)c1cc(Cl)ccc1Cl
28% | COC(=O)[C@H](Cc1ccc(OC)cc1)NC(=O)[C@H]1CN(C(C)=O)CCN1S(=O)(=O)c1ccccc1
-13% | CCCc1cnc(C)nc1N1CCC(Oc2ccccc2OC)(C(=O)O)CC1
-14%[86.2 µM] | COc1cccc(-c2n[nH]c3c2CC(=O)N(CCc2ccncc2)C3)c1OC
20% | Cc1noc([C@H]2CCN(S(=O)(=O)c3ccc4c(c3)CCC4)C[C@H]2NC(=O)C2CC2)n1
13% | Cc1cccc(N2CCN(C(=O)CNC(=O)NCc3ccc(F)cc3)CC2)c1C
? | CCN(CC)C(=O)c1c(NC(=O)c2ccccc2F)sc2c1CCC(C(C)(C)C)C2 (stereo not drawn)
-21% | CCn1nc(C(=O)NCC(c2ccco2)N2CCCC2)c2ccccc2c1=O (stereo not drawn)
10% | Cc1ccc(N)c(OCC(F)F)c1
? | COc1cc(OC)c(C2Nc3c(C)cccc3-c3cc(C)nn32)cc1OC (stereo not drawn)
? | CN1CC(=O)N(C2CCNC2)Cc2c(NC3CCCCCC3)ncnc21 (stereo not drawn)
-4% | Cc1cccc(C(=O)N2CCCN(C)c3ccccc32)c1
16%[86.2 µM] | Cc1nc2c(c(-c3ccc(O)cc3)n1)CN(C(=O)C(C)(C)C)CC2
4% | COc1ccc(Nc2nc(N)c(C(=O)c3ccc(OC)c(OC)c3OC)s2)cc1

KDM5B inh | Molecule
? | O=C(Nc1ccc(Cl)cc1)N1CCC(c2ccccc2)C1 (stereo not drawn)
-8% | COc1ccc(C(=O)N2CCC[C@H]2c2nc(-c3ccccc3Cl)no2)cc1F
? | COc1ccc(-c2cc(-c3nc(-c4ccc(Br)cc4)no3)[nH]n2)c(OC)c1
21% | CCOP(=O)(OCC)c1nc(-c2ccc([N+](=O)[O-])cc2)oc1NCc1ccc(C)cc1
-19% | O=C(NC1CCCCC1)C1CC(=O)N(c2n[nH]c3cccc(F)c23)C1 (stereo not drawn)
-4% | O=S(=O)(NCCO)c1cc(Cl)ccc1Cl
-7% | CN(CCCNC(=O)c1nc2ccccc2c(=O)[nH]1)C(=O)c1cccc(Cl)c1
3% | CC1(c2ccccc2)N(Cc2ccccc2F)C(=O)OC12CCN(C(=O)c1cnccn1)CC2 (stereo not drawn)
? | Cc1sc2nc(N(CCO)CCO)n3nc(-c4ccccc4)nc3c2c1C
-23% | O=C(NC1CC1)[C@@H]1C[C@H](Oc2cccnc2)CN1C(=O)COc1ccccc1
35µM* | COc1ccc(Cl)cc1-c1ccc2c(c1)C(=O)N1CCN(C(=O)CN)C[C@H]1C(=O)N2
-15% | O=[N+]([O-])c1ccc(NS(=O)(=O)c2cccs2)cc1
i | COc1ccccc1-c1cc(-c2cn[nH]c2)c2cncn2c1
? | O=C(NC(CN1CCCC1)c1ccccc1)c1cc2ccccc2oc1=O (stereo not drawn)
22% | CCC(C)c1ccc(NC(=O)CC(C)C)cc1 (stereo not drawn)

A different layout for part of the listing above:
O=S(=O)(NCCO)c1cc(Cl)ccc1Cl
- KDM5B inh: -4%
O=C(NC1CCCCC1)C1CC(=O)N(c2n[nH]c3cccc(F)c23)C1 (stereo not drawn)
- KDM5B inh: -19%
O=C(Nc1ccc(Cl)cc1)N1CCC(c2ccccc2)C1 (stereo not drawn)
- KDM5B inh: ?
CC1(c2ccccc2)N(Cc2ccccc2F)C(=O)OC12CCN(C(=O)c1cnccn1)CC2 (stereo not drawn)
- KDM5B inh: 3%

Arranged by count of non-hydrogen atoms (ascending): some entries from above
KDM5B inh | Molecule
22% | CCC(C)c1ccc(NC(=O)CC(C)C)cc1 (stereo not drawn)
-19% | O=C(NC1CCCCC1)C1CC(=O)N(c2n[nH]c3cccc(F)c23)C1 (stereo not drawn)
21% | CCOP(=O)(OCC)c1nc(-c2ccc([N+](=O)[O-])cc2)oc1NCc1ccc(C)cc1

The list continues.
KDM5B inh | Molecule
-32% | COC(=O)c1ccc(NC(=O)CN(CCc2ccccc2)S(=O)(=O)c2ccc(OC)cc2)cc1
18% | COc1ccc(C)cc1NC(=O)CCNS(=O)(=O)c1cccc(C(F)(F)F)c1
-1% | COc1ccc(C(=O)Nc2cccc(-c3nc4ccccc4o3)c2)cc1
? | COc1ccc(/C=C/C(=O)c2cc3cccc(OC)c3oc2=O)cc1
-14% | Cc1ccc(CNC(=O)c2ccc(Cn3c(=O)c4ccccc4n(CC(=O)Nc4c(C)cc(C)cc4C)c3=O)cc2)cc1
30% | COC1C(=O)N(c2cccc(F)c2)C12CCN(C(=O)c1cccc(C#N)c1)CC2 (stereo not drawn)
28% | CCn1c(SCC(=O)NC2CC2)nnc1-c1ccc(OC)cc1
-62% | Nc1[nH]n(-c2ccccc2)c(=O)c1N=Nc1ccccc1
-24% | Cc1noc(C)c1C1CCCN1C(=O)Cc1nc(-c2cccnc2)n[nH]1 (stereo not drawn)
-15% | Cc1cccc(N2CCN(S(=O)(=O)c3c(C)nc4scc(C)n4c3=O)CC2C)c1 (stereo not drawn)
? | Cc1ccc(Cn2c(C(=O)O)c(CNCc3ccc(C)o3)c3ccc(C)cc32)cc1
-17%[86.2 µM] | Cc1noc(C)c1-c1cc2c(c(-c3cccc(S(C)(=O)=O)c3)c1)C(=O)N(C)C2
0% | COc1ccc([C@H]2CN(C(=O)C3CCN(C(=O)N(C)C)CC3)C[C@@H]2N)cc1
5% | CCCNC(=O)C1COC2(CCN(C(=O)c3cccc(F)c3)CC2)N1C(=O)c1cccc(OC)c1 (stereo not drawn)
-12% | O=C(CCc1nnn2c1CN(C(=O)NC1CCCC1)CC2)N1CCOCC1

KDM5B inh | Molecule
-15% | Cc1ccc(-c2cc(Cc3ccc(F)cc3)c(=O)[nH]n2)cc1
10% | COc1cccc2cc(-c3cc(=O)oc4cc(C)c(C)cc34)oc12
5% | COC(=O)C1CN(Cc2ccc(OC)cc2)CCS(=O)(=O)N1Cc1ccc(F)cc1 (stereo not drawn)
231%[activator] | Cc1ccc(OCC(=O)Nc2ccc3oc(-c4ccccc4)nc3c2)c(-n2cnnc2)c1
-28% | COc1cccc(CN2C[C@@H](CO)[C@H](c3ccncc3)C2)c1OC
-1%[86.2 µM] | COC(=O)N1CCCC(c2nn(-c3ccc(F)cc3)c(=O)[nH]2)C1 (stereo not drawn)
-14% | Cc1cccc(-c2nc(SCc3cc(=O)c4c(C)cc(C)cc4[nH]3)n[nH]2)c1
? | c1cc(Cn2cncn2)cc(-n2ccnc2-c2cc3n(n2)CCCNC3)c1
-2% | CCCOC(=O)C(CC)Oc1ccc2c(=O)c(Oc3cccc(C)c3)coc2c1 (stereo not drawn)
? | O=C(O)CCC(=O)N1CCC2(CC1)CC(c1cccnc1)=NO2
28µM* | c1ccc(-c2noc(-c3cncnc3NCC3CCCCC3)n2)cc1
-4% | COc1cccc(Nc2cc(C)nc3nc(-c4ccc(Cl)cc4)nn23)c1
3% | COc1ccc(OC)c(CNC(=O)[C@H]2CCC[C@H]2NC(=O)c2cnc(C)cn2)c1
-16% | O=S(=O)(CCCSc1nc2ccccc2s1)c1ccccc1
0% | O=C(c1ccco1)N1CCC(N2C(=O)C(O)C23CCCCC3)CC1 (stereo not drawn)

A stretch from further up:
KDM5B inh | Molecule
10% | COc1cccc2cc(-c3cc(=O)oc4cc(C)c(C)cc34)oc12
5% | COC(=O)C1CN(Cc2ccc(OC)cc2)CCS(=O)(=O)N1Cc1ccc(F)cc1 (stereo not drawn)
231%[activator] | Cc1ccc(OCC(=O)Nc2ccc3oc(-c4ccccc4)nc3c2)c(-n2cnnc2)c1
-28% | COc1cccc(CN2C[C@@H](CO)[C@H](c3ccncc3)C2)c1OC
-1%[86.2 µM] | COC(=O)N1CCCC(c2nn(-c3ccc(F)cc3)c(=O)[nH]2)C1 (stereo not drawn)
-14% | Cc1cccc(-c2nc(SCc3cc(=O)c4c(C)cc(C)cc4[nH]3)n[nH]2)c1
? | c1cc(Cn2cncn2)cc(-n2ccnc2-c2cc3n(n2)CCCNC3)c1

(cont.)
KDM5B inh | Molecule
10% | COc1cc(C2CC(=O)N(c3ccc(C)cc3)C3=C2C(=O)OC3)cc(OC)c1OC (stereo not drawn)
-8% | Cc1ccccc1CC(=O)Nc1ccc(OC2CCCC2)cc1
15% | CCc1c(C)sc2c1c1nc(-c3ccccc3)nn1c(=O)n2CC(=O)N1CCCC1
-4% | CCOc1ccc(NS(=O)(=O)c2ccc3[nH]cc(C(=O)NC4CCCC4)c(=O)c3c2)cc1
-28% | COc1cccc(NC(=O)CC2Nc3ccccc3NC2=O)c1 (stereo not drawn)
-18% | CCSc1ncc(Cl)c(C(=O)Nc2c(C(=O)c3ccccc3)oc3ccccc23)n1
19% | O=C(NCc1ccccc1OC(F)F)c1ccccc1C(F)(F)F
? | O=c1ccc(-c2cc(-c3cccc(N4CCOCC4)c3)cn3cncc23)c[nH]1
-15% | O=C1NCCCCCCN(C(=O)CC2CCCC2)[C@@H]2CCCC[C@H]12
? | CCn1c(=O)cc(SCC(=O)NCc2cccc(Cl)c2)c2ccccc21
12% | Cc1cccc(NC(=O)c2ccc(S(=O)(=O)N3CCCCC3C)cc2)n1 (stereo not drawn)
12% | CCOC(=O)COc1ccc2c(=O)c(Oc3cc(C)c(Cl)c(C)c3)coc2c1
? | COc1cccc(-c2cc(C(F)(F)F)n3nc(-c4ccc(C)cc4)cc3n2)c1
-16% | Cc1cc(C)n(CCC(=O)N2CCC3(CC2)CC(N(C)Cc2ccccc2)CCO3)n1 (stereo not drawn)
-2% | O=C(Cc1ccc2ccccc2c1)NCCc1cccc2cccnc12

KDM5B inh | Molecule
-1% | COc1ccc(C(=O)N2CCCN(c3cc(-c4ccc(F)cc4)[nH]n3)CC2)cc1OC
-16% | Cc1ccc(-c2nn(C)c(=O)c3ccccc23)cc1S(=O)(=O)NCCO
-5% | Cc1ccccc1NC(=O)CCn1cnc2onc(-c3ccc(F)cc3)c2c1=O
6% | COc1cc(Br)c(C(=O)O)cc1OC
-25%[86.2 µM] | Cc1ccc2nc(CO[C@H]3CN(CC(C)(C)C)C[C@H]3F)[nH]c2c1
-14% | Cc1cccc(C(C)C)c1NC(=O)C(NS(=O)(=O)c1cccc2nsnc12)c1ccccc1 (stereo not drawn)
0% | CC(C)(CNC(=O)c1cccc2ccccc12)CNC(=O)c1cccc2ccccc12
? | CCn1cnnc1-c1nn(C)c2c1CN(C(=O)c1n[nH]c3c1CCCCCC3)CC2
